# Assay outcomes (PubChem)
# CHT inh: inhibits the human high affinity choline transporter. AID 488975. CHT-expressing cells, membrane potential dye, choline response; stronger effect = lower value. B-score at 10 µM. Q9GZV3. hit rate 0.86% among 310,000;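 active = B-score over 3 SD under the library average, and starting fluorescence ratio not unusually high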;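 note: choline stimulus applied at its EC90 after an EC20 pre-addition; B-score computed on integrated fluorescence ratio after choline addition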
# Target sequence (Q9GZV3 whole entry, looked up): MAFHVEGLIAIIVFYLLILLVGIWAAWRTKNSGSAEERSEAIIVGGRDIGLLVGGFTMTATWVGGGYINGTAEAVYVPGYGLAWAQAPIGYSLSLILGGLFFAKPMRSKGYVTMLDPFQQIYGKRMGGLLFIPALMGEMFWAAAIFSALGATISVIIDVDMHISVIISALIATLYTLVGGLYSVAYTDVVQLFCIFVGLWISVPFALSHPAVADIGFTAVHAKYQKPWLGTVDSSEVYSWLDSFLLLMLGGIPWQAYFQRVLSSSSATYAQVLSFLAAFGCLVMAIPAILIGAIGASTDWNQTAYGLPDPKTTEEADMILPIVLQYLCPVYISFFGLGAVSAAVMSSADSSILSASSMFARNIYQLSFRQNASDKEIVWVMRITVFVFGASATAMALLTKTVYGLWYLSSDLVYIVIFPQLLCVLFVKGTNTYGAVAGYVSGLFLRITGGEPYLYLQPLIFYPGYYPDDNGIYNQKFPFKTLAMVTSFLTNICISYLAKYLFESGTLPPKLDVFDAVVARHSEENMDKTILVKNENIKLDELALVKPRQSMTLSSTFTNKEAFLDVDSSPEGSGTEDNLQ
# CHT PAM: allosteric activators of human choline transporter CHT | Q9GZV3 | CHT-expressing cells, membrane potential dye, choline EC20; stronger effect = higher value; LV-AA mutant CHT in HEK293 cells | B-score at 10 µM | hit rate 0.49% among 310,000 | AID 488977;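 active = initial fluorescence not abnormally high and integrated response B-score, plate-corrected, over 3 SD above library mean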
# * hit, by the source's call; i = inactive.
smiles	CHT inh	CHT PAM
O=C(Nc1nnc(SCC(=O)N2CCCCC2)s1)c1c(F)cccc1F	i	i
CCC(C)C(NC(=O)C1CCC(C)CC1)C(=O)Nc1cc(OC)ccc1OC (centres undefined)	i	i
COc1cc2c(C#N)c(N3CCOCC3)nc(N)c2c(N)n1	i	i
CCn1cc(CNC(=O)c2ccc(C)s2)cn1	i	i
CC1CC(C)CN(S(=O)(=O)c2cc3c(cc2Cl)NC(=O)CO3)C1 (centres undefined)	i	i
CC1CCCN(C(=O)N2c3ccccc3Sc3ccccc32)C1 (centres undefined)	i	i
Cc1ccc(N2C(=O)CC(Sc3nc(-c4ccccc4)c4cc(Cl)ccc4n3)C2=O)c(C)c1 (centres undefined)	i	i
Cc1ccc(S(=O)(=O)N2CCC(C(=O)OCc3c(C)noc3C)CC2)cc1C	i	i
CCC1Sc2ccc(S(=O)(=O)N3CCN(c4ccccc4)CC3)cc2NC1=O (centres undefined)	i	i
COc1ccc(N(C(C)C(=O)NCCSCc2cccc(Cl)c2)S(C)(=O)=O)cc1 (centres undefined)	i	i
COc1ccc(CN2CCCCC2C)cc1C (centres undefined)	i	i
O=C(CCC1CCCC1)N=C1SC2CS(=O)(=O)CC2N1Cc1ccccc1 (centres undefined)	i	i
CC(C)C(NS(=O)(=O)c1cccc2nsnc12)C(=O)N1CCc2ccccc2C1 (centres undefined)	i	i
CN1CCN(CC(O)COc2ccc(Cl)cc2)CC1 (centres undefined)	i	i
COCCCNC(=O)CC(C)c1ccccc1 (centres undefined)	i	i
O=C(CSCCO)Nc1cc(C(F)(F)F)ccc1Cl	i	i
Cc1cccc(NC(=O)C2CCCN2C(=O)OCC(C)C)c1C (centres undefined)	i	i
O=C(OCC(=O)N1CCCC1)c1ccc(Cl)c([N+](=O)[O-])c1	i	i
Cc1ccnc(NC(=O)C2CCN(S(=O)(=O)c3ccc(Cl)c(C(F)(F)F)c3)CC2)c1	i	i
Nc1ccc(C(=O)OCCCc2nc3cc4ccccc4cc3[nH]2)cc1	i	i
Cc1nc2cc(NC(=O)NCc3ccco3)ccc2n1C	i	i
CC(C)OP(=O)(OC(C)C)C(Nc1ccccc1)c1cccnc1 (centres undefined)	i	i
CSc1nnc(Cn2c(=O)sc3ccccc32)n1CCc1ccccc1	i	i
CN1CCN(NC(=O)c2ccc(S(=O)(=O)N3CC4(C)CC3CC(C)(C)C4)cc2)CC1 (centres undefined)	i	i
COc1ccc(S(N)(=O)=O)cc1C(=O)OCC1CCCCC1	i	i
COc1cc(NC(=O)c2cc3cccc(OC)c3o2)cc(C(=O)Nc2cccc(C(F)(F)F)c2)c1	i	i
CC(C)Cn1c(=O)c(C(=O)NCc2ccccn2)c(O)c2ccccc21	i	i
O=C(Nc1ccc(CN2CCS(=O)(=O)CC2)cc1)c1ccc(F)cc1	i	i
CCOC(=O)c1c(/N=C/c2ccc(OC)cc2O)sc2c1CCN(C)C2	i	i
O=C(NCc1cc(F)ccc1F)C1CCC(=O)N(C2CCCCCC2)C1 (centres undefined)	i	i

smiles	CHT inh	CHT PAM
CC(C)(C)n1c(=O)[nH]c2c(c1=O)CCC2	i	i
CN1C[C@@H]2C[C@@H](c3ccc(C#CC(C)(C)O)s3)N3CCC[C@@]23C1=O	i	i
O=C(c1ccc([N+](=O)[O-])cc1)N1C=CC(C(F)(F)F)=NCC1	i	i
CCCCn1c(N)c(N(CC)C(=O)c2ccc(C#N)cc2)c(=O)[nH]c1=O	i	i
CC[C@@]1(c2ccccc2)C(=O)N(C(=O)OC)N1C(=O)OC	i	i
Cc1cccc(C)c1NC(=O)CNC(=O)C(NC(=O)c1ccc(C(C)(C)C)cc1)C(C)C (centres undefined)	i	i
CC(=O)Nc1c2c(nn1-c1cccc(C)c1)CSC2	i	i
COc1cc(CNCc2ccco2)ccc1OCc1ccccc1	i	i
CCOC(=O)Cn1c(=O)c2c(nc3n2CCCN3Cc2ccccc2)n(C)c1=O	i	i
COc1cc(NS(=O)(=O)c2ccc(NC(=O)c3ccc(S(=O)(=O)N4CCCC4)cc3)cc2)ncn1	i	i
Cn1cnnc1SCCC(=O)Nc1ccc(Cl)cc1	i	i
O=S(=O)(Cc1cc(Cl)nc(-c2ccccc2)n1)c1ccccc1	i	i
COc1ccc(C(=O)COC(=O)c2ccc(N(C)C)cc2)cc1	i	i
N=c1c(C(=O)NCc2ccccc2)cc2c(=O)n3ccccc3nc2n1Cc1ccco1	i	i
CCN1CCc2c(OCC(=O)Nc3ccc(C)cc3)cccc2C1=O	i	i
O=C(O)C1[C@H]2C(=O)N(C3CCCC3)C[C@]23C=C[C@H]1O3 (some centres undefined)	i	i
CCCc1cc(=O)n2[nH]c(NCc3ccc(OC)c(OC)c3)nc2n1	i	i
CN1CCN(S(=O)(=O)c2cccc(C(=O)Nc3nc(-c4ccccc4)cs3)c2)CC1	i	i
Cc1ccc(OCC(=O)Nc2ccc(S(=O)(=O)N3CCOCC3)cc2)c(Br)c1	i	i
CCOc1ccccc1N(C)C(=O)Cn1ncc2c([nH]c3ccc(C)cc32)c1=O	i	i
CCc1nnc(NC(=O)[C@@H](NC(=O)c2ccc(OC)cc2)C(C)C)s1	i	i
COc1cc(COC(=O)Oc2ccc(CNC(C)=O)cc2OC)c([N+](=O)[O-])cc1OC	i	i
CSc1cccc(NC(=O)C2CC(=O)N(Cc3ccccc3)C2)c1 (centres undefined)	i	i
CCn1cc(C(=O)NCCO)c(=O)c2cc(F)c(N3CCN(C)CC3)cc21	i	i
COCCNC(=O)COc1ccccc1C	i	i
O=C(Cc1cccc(F)c1F)NC1CCCN(Cc2ccc(Cl)cc2)C1 (centres undefined)	i	i
Cc1cccc(/C(N)=N/OC(=O)c2ccco2)c1	i	i
c1cncc(-c2nn3c(Cn4nnc5ccccc54)nnc3s2)c1	i	i
COc1ccc2[nH]c3c(=O)n(CCN4CCOCC4)cnc3c2c1	i	i
CCN1CCN(C(=O)/C=C/c2ccc([N+](=O)[O-])cc2)CC1	i	i

# A different layout for some results above:
CN1CCN(S(=O)(=O)c2cccc(C(=O)Nc3nc(-c4ccccc4)cs3)c2)CC1
  CHT inh: i | CHT PAM: i

O=C(Cc1cccc(F)c1F)NC1CCCN(Cc2ccc(Cl)cc2)C1 (centres undefined)
  CHT inh: i | CHT PAM: i

CCN1CCc2c(OCC(=O)Nc3ccc(C)cc3)cccc2C1=O
  CHT inh: i | CHT PAM: i

# (listing goes on)
smiles	CHT inh	CHT PAM
COc1ccc(C2c3c(-c4ccccc4O)n[nH]c3C(=O)N2Cc2ccco2)cc1OC (centres undefined)	i	i
COc1ccc2nc(NC(=O)c3ccc(NS(=O)(=O)c4cccs4)cc3)sc2c1	i	i
CCn1c(O)c(N=NC(=O)CNC(=O)Cc2ccccc2)c2ccccc21	i	i
Cc1ccc(C(=O)O/N=C(\N)c2nonc2N)cc1	i	i
Cc1ccc2c(c1)N(CCC(=O)NCC1COc3ccccc3O1)C(=O)CO2 (centres undefined)	i	i
O=C(c1ccco1)N(Cc1cccc(Cl)c1)C1CCS(=O)(=O)C1 (centres undefined)	i	i
CN1C[C@@H]2C(c3ccc(C(F)(F)F)cc3)C3(c4cccnc4)CC2(C3)[C@H]1c1ccccc1 (some centres undefined)	-5.2*	i
O=C1C2C3C=CC(C4CC34)C2C(=O)N1Cc1ccco1 (centres undefined)	i	i
CCNc1nc(NC(C)(C)C)nc(N2CCCCC2)n1	i	i
COc1cc2[nH]c(=O)c(C(=O)NCc3ccccc3Cl)c(O)c2cc1OC	i	i
O=C(CN1CCCCCC1)Nc1ccccc1[N+](=O)[O-]	i	i
Nc1ncccc1OCc1ccc(Br)cc1	i	i
CSc1ccc(S(=O)(=O)Nc2cccc(F)c2)cc1	i	i
C=CC[N+](C)(C)c1ccc(CCC(=O)CCc2ccc([N+](C)(C)CC=C)cc2)cc1	i	i
Cc1ccccc1-n1nc(C)c2cc(C(=O)NCc3cccnc3)sc21	i	i
Cc1noc(NS(=O)(=O)c2ccc(N/C=C/C(=O)c3ccc4c(c3)OCO4)cc2)c1C	i	i
COc1ccc(S(=O)(=O)N(C)CC(=O)N2CCOCC2)cc1	i	i
Cc1ccccc1C(=O)NC(NCC1CCCO1)C(Cl)(Cl)Cl (centres undefined)	i	i
c1ccc(COc2ccccc2CNCc2cccnc2)cc1	i	i
Cc1ccc(/C(O)=C2/C(=O)C(=O)N(CCN3CCOCC3)C2c2cccnc2)cc1 (centres undefined)	i	i
CCOC(=O)c1c(C)[n+](-c2ccc(C)cc2)c(CC)c2cc(OC)c(OC)cc12	i	i
COc1cc(NC(=O)CCN2CCN(Cc3ccccc3)CC2)cc(OC)c1	i	i
CC1=CC(C)C2(COC(=O)Nc3ccccc3)COC(C)C1C2C (centres undefined)	i	i
CCCc1cc(C(=O)N2CCCC(Cc3ccccc3C)(C(=O)OCC)C2)no1 (centres undefined)	i	i
CCn1c(CNC(=O)c2ccc(OC)c(OC)c2)nnc1SCC(=O)Nc1ccccc1	i	i
COc1ccc(CCNC(=O)c2ccc(Cl)cc2)cc1OC	i	i
COc1cccc(-c2nnc(-c3ccccc3[N+](=O)[O-])o2)c1	i	i
Cc1cc(C)n(-c2nc3ccccc3c(=O)n2OCC(=O)N(C)C)n1	i	i
COc1cccc(Sc2ccccc2/C=N/NC(N)=O)c1	i	i
CCN(CC)S(=O)(=O)c1ccc(C(=O)NCc2ccc3c(c2)cc(C)n3C)cc1	i	i

# Structures listed so far printed as active in CHT inh:
molecule	CHT inh
CN1C[C@@H]2C(c3ccc(C(F)(F)F)cc3)C3(c4cccnc4)CC2(C3)[C@H]1c1ccccc1 (some centres undefined)	-5.2*

# New compounds follow:
smiles	CHT inh	CHT PAM
CC(=O)c1c(O)cc(O)c(C(C)=O)c1O	i	i
N/C(=N\OC(=O)/C=C/c1ccccc1Cl)c1ccncc1	i	i
CCCN[C@@H]1C(=O)N2C(C(=O)OCCC)=C(C)CS[C@H]12	i	i
COc1ccc(-c2noc(N3CCC(C(=O)NCCCN4CCCC(C)C4)CC3)n2)cc1 (centres undefined)	i	i
Cc1ccc(-c2nn3c(C)nnc3s2)cc1NC(=O)c1cccnc1	i	8.3*
COc1ccc(/C=N/NC(=O)C2COc3ccccc3O2)cc1OC (centres undefined)	i	i
Cc1nnc(N2CCC(C(=O)N3CCCCC3)CC2)c2nn(-c3ccc(Cl)cc3)c(C)c12	i	i
Cc1ccc(C(=O)Nc2ccccc2C(=O)N2CC3(C)CC2CC(C)(C)C3)cc1 (centres undefined)	i	i
C=CCc1cccc(OC)c1OCCOCCn1ccnc1	i	i
Cc1ccc(NC(=O)Cc2ccc3c(c2)CCCC3)cc1C	i	i
COc1ccc(-c2[nH]c(-c3ccc(F)cc3)nc2SCC(=O)NCc2ccco2)cc1OC	i	i
COc1ccccc1NC(=O)Nc1ccc2c(c1)nnn2C	i	i
COc1ccc2cc(C(C)C(=O)N3CCC(C)CC3)ccc2c1 (centres undefined)	i	i
CC1CC(C)CN(CC(=O)N2CCCc3c2c(=O)oc2ccc(OCc4ccccc4)cc32)C1 (centres undefined)	i	i
COc1ccc(CC(=O)N2CCN(c3ccccc3F)CC2)cc1OC	i	i
COc1ccc(CNC[C@@H](CCCCN(C)Cc2ccc(OC)cc2)N2C[C@H](c3ccccc3)N(CCc3ccc(Cl)c(Cl)c3)C(=O)C2=O)cc1	i	i
COc1cc2c(cc1OC)-c1nnnn1C(C)(C)C2	i	i
COc1ccc(N=C2CC(C)(C)CC(=O)/C2=C(/O)c2ccccc2)cc1	i	i
Cc1sc2nc(C)n(/N=C/c3ccc(O)cc3)c(=O)c2c1C	i	i
CCN1CCN(C(C)C(=O)NC2CCCCC2)CC1 (centres undefined)	i	i
NS(=O)(=O)c1ccc(CCNC(=O)C2CCCCC2)cc1	i	i
CC1CCC2C(=O)N(c3cccc(C(=O)Nc4ccc(F)cc4)c3)C(=O)C2C1 (centres undefined)	i	i
CC(O)[C@H](NC(=O)C1(c2ccccc2)CCN(C(=O)OC(C)(C)C)CC1)C(=O)O (some centres undefined)	i	i
O=C(CS(=O)(=O)Cc1ccccc1)Nc1ccc2c(c1)OCO2	i	i
COc1ccccc1-c1cc(C2CC2)nc(N)c1C#N	i	i
CC(=O)Nc1nc(C(=O)O)cs1	i	i
Cc1nnc(SCC(=O)Nc2ccccc2)n1CCc1ccccc1	i	i
O=C(/C=C/c1ccccc1Cl)NCc1ccccc1	i	i
Cc1ccc(/C=C(/NC(=O)c2ccccc2)C(=O)NCCc2c[nH]c3ccccc23)o1	i	i
CCOC(=O)Nc1ccc2c(c1)N(C(=O)CCN1CCN3CCCC3C1)c1ccccc1CC2 (centres undefined)	i	i

smiles	CHT inh	CHT PAM
Cn1nnnc1SCC(=O)Nc1cc(C(F)(F)F)ccc1N1CCOCC1	i	i
COC(=O)CSc1nnc(-c2cccnc2)n1-c1cc(OC)cc(OC)c1	i	i
Cc1ccc(OCC(=O)Nc2ccc(CN3CCOCC3)cc2)cc1	i	i
c1ccc(-c2nnsc2-c2ncc[nH]2)cc1	i	i
O=C(CCS(=O)(=O)c1ccc(Br)cc1)NCCC1=CCCCC1	i	i

# Shown with values under each structure: entries from further up.
# Value order: CHT inh, CHT PAM
Cn1nnnc1SCC(=O)Nc1cc(C(F)(F)F)ccc1N1CCOCC1
    i, i
Cc1ccc(/C=C(/NC(=O)c2ccccc2)C(=O)NCCc2c[nH]c3ccccc23)o1
    i, i
COc1ccc2cc(C(C)C(=O)N3CCC(C)CC3)ccc2c1 (centres undefined)
    i, i
Cc1nnc(SCC(=O)Nc2ccccc2)n1CCc1ccccc1
    i, i
